# AID inhibitor – Primary qHTS assay for inhibitors of Activation Induced Cytidine Deaminase (AID): AID signal | AID deamination FRET fluorescence, UDG-coupled, 4 h | Single-stranded DNA cytosine deaminase (Homo sapiens), Q9GZX7 | Potency, µM (doses to about 115 µM), for the others: top-dose activity change, negative = inhibition, usual class: inhibitors | AID 1347428, 2020 | actives 0.32% (n = 91,000); further: nearly all actives have a fitted effect of over 25% in size
# Target sequence (Q9GZX7 whole entry, looked up): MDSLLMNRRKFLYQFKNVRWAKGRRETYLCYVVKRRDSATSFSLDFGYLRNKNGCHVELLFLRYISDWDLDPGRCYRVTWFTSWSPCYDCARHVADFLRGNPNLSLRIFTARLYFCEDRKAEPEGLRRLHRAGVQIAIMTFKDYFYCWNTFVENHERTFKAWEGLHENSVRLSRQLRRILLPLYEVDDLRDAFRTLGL
# UDG counter – Primary qHTS assay for inhibitors of Activation Induced Cytidine Deaminase (AID): UDG Counterscreen signal. Uracil-DNA glycosylase. FRET deamination/UDG coupled assay, UDG read, 4 h. Potency, µM (top dose mostly 115 µM), for inactives: at the top dose activity change, negative = inhibition, usual class: inhibitors. actives 0.14% (n = 91,000). AID 1347430, 2020; further: nearly all actives have a fitted effect of over 65% in size
# Active calls of the source: *; ? = inconclusive; [ ] = remark or other dose. The call rests on the fitted dose curve; in most records, active means well fitted curve in the direction sought with a large enough effect; inconclusive means small, poorly fitted or top-dose-only effect, or another doubt; inactive means no such curve, though single readings can be large; an effect the other way counts as inactive or inconclusive. On the % scale 0 is the no-effect control and ±100 the full control effect; potency means the concentration at half of the fitted maximal effect. These rows are one share of the data; the hit share may differ from the screen's.
SMILES,AID inhibitor,UDG counter
Cc1cc(C(=O)c2cc3ccccc3o2)c(C)s1,-11.5%,-4.6%
Cc1ccc2oc(-c3ccc4ccccc4c3)c(C)c(=O)c2c1,-4.0%,2.0%
CCOC(=O)c1c(S(=O)(=O)N2CCC(C(=O)NCc3cccc(OC)c3)CC2)c(C)n(C)c1C,5.4%,-27.5%
CCOC(=O)c1ccc(NC(=O)c2sc3ccccc3c2Cl)cc1,12.2%,29.6%
O=C(NCC(F)(F)F)C1CCN(c2ncnc3sc4c(c23)CCC4)CC1,-4.4%,3.3%
Cc1c(-c2ccc(F)cc2)[n+](=O)c(-c2ccc(Cl)cc2)c(C)n1[O-],0.2%,-1.7%
COc1ccc(OC)c(/C=C/C(=O)Nc2ccc(C(=O)OCCC(C)C)cc2)c1,?,?
CCC(=O)Nc1nc2c(OC)cc(NS(=O)(=O)c3cc(F)ccc3F)cc2s1,14.4%,6.0%
CC(C)CCC(=O)Nc1ccc(Cl)c(C(N)=O)c1,6.0%,0.5%
Cc1cc(C(=O)Nc2c(C)nn(Cc3ccc(F)cc3)c2C)no1,16.1%,2.1%
CCOc1ccccc1-n1nnc(S(=O)(=O)c2ccc(C)cc2)c1N,-1.8%,-4.1%
CN(CC(=O)Nc1ccc2[nH]c(=O)[nH]c2c1)Cc1ccc2c(c1)OCO2,12.7%,-1.8%
Clc1ccc(CN2CCc3ccccc3C2)cc1,6.5%,-0.7%
Cc1ccccc1CC(=O)Nc1cc(S(=O)(=O)N2CCCCC2)ccc1N1CCN(C)CC1,-9.1%,7.5%
O=C1CN(C(=O)c2ccc(Cl)cc2Cl)C(c2ccc(F)cc2)c2cc(F)ccc2N1 (configuration not stated),-10.5%,-10.4%
O=C1CN(CC(=O)Nc2ccc(Cl)cc2)CCN1,0.5%,9.7%
CS(=O)(=O)C1(C(=O)O)CCCC1,-1.0%,-9.0%
COc1ccc2nc(C)cc(SCC(NC(C)=O)C(=O)O)c2c1 (configuration not stated),-11.7%,-10.4%
CSCC(=O)NCc1ccco1,4.0%,5.3%
N#Cc1cccc(CNCc2ccc(CN3CCCC3)cc2)c1,-4.6%,-11.3%
O=C(CSC1=NS(=O)(=O)c2ccccc2N1Cc1ccccc1)Nc1ccc(F)cc1F,-3.2%,3.0%
CC(=O)N1CCC(N(Cc2ccco2)C(=O)Nc2cccc(C)c2)CC1,10.4%,-10.4%
Cc1ccc(S(=O)(=O)C(CNC(=O)C(=O)NCc2ccc(Cl)cc2)c2cccs2)cc1 (configuration not stated),17.4%,-2.7%
Cc1cc(C)c2oc(-c3cccc(NC(=O)c4ccc(Br)o4)c3)nc2c1,18.3%,4.7%
COc1ccc(-c2cc(-c3ccc(F)cc3)nc3c2COc2ccccc2-3)cc1,-0.9%,-0.9%
Cc1ccc(-n2c(SCc3nnnn3-c3ccccc3)nnc2N2CCCC2)cc1,1.8%,-2.8%
COc1ccccc1CNC(=O)c1nnn(CC(=O)Nc2c(C)cccc2C)c1N,2.6%,6.7%
C(=N\N=C(c1ccccc1)c1ccccc1)/c1ccncc1,-15.1%,-7.5%
COc1cc(C(=O)/C=C/c2ccc(SC)cc2)ccc1O,-7.4%,0.3%
Clc1ccc2nsnc2c1NC1=NCCN1,11.0%,9.0%
COc1cc(-c2cc3n(C)c(C)c(CCC(=O)O)c(=O)n3n2)cc(OC)c1OC,12.7%,-3.6%
Cc1ccc(C)c(COC(=O)c2cc(S(=O)(=O)N3CCCCC3)ccc2N2CCOCC2)c1,-14.8%,-12.6%
Cc1ccc(NC(=O)C(=O)NCC(c2cccnc2)N2CCOCC2)cc1 (configuration not stated),0.5%,4.6%
CCOC(=O)COc1ccc2c(=O)c(Oc3ccccc3OCC)c(C)oc2c1,-4.8%,-1.1%
CC(CNC(=O)c1ccc2nccnc2c1)c1ccccc1 (configuration not stated),-3.3%,-3.9%
Fc1ccc(-c2csc(-c3cccnc3)n2)cc1,-12.5%,-2.0%
COc1ccc(-n2cc(C(=O)N(CCN(C)C)Cc3ccccc3)c3ccccc3c2=O)cc1,2.3%,-9.7%
O=C(Cn1cnc2c(nc3n2CCCCC3)c1=O)Nc1cccc(C(F)(F)F)c1,24.6%[57.5 µM],7.5%[57.5 µM]
COCCn1c(=O)c2c(nc(-n3nc(C)cc3C)n2Cc2ccccc2F)n(C)c1=O,-15.2%,-9.9%
COC(=O)c1ccc(NC(=O)CSc2ccc(-c3sc(-c4ccccc4)nc3C)nn2)cc1,1.7%,-14.2%
CCN(CC)CCNC(=O)c1ccc(NS(C)(=O)=O)cc1,-0.8%,0.1%
N#Cc1cccc(NC(=O)CCc2cccs2)c1,4.8%,10.3%
CC(C)Oc1ccc(C2CC(=O)NC3=C2C(=O)CC(C)(C)C3)cc1 (configuration not stated),-5.5%,2.5%
N#Cc1c(N)nc(CCc2ccccc2)c(C#N)c1N,54.6%[activator],-11.6%
O=C(NCc1ccccc1Cl)c1cc(-c2ccccc2)n[nH]1,?,-16.7%
O=C1CC(c2ccc(F)cc2F)c2cc3c(cc2N1)OCO3 (configuration not stated),-7.4%,-6.7%
COc1ccc(NS(=O)(=O)c2ccc(C)c(C(=O)Nc3ccc4oc(C)nc4c3)c2)cc1,3.2%,0.7%
COc1ccc(C(=O)Nc2nc3c(s2)CCc2cc(OC)ccc2-3)cc1,79.4%[activator],79.4µM*
COc1ccc(-c2noc(CSc3nnc(C)n3-c3ccc(C)c(C)c3)n2)c(OC)c1,-18.3%,-22.2%
CCOC1CCN(C(=O)c2cc(-c3ccncc3)nc3ccccc23)CC1,-2.9%,-6.9%

# New compounds follow
SMILES,AID inhibitor,UDG counter
Cc1ccc(CN(Cc2ccco2)C(=O)c2ccccc2Br)o1,?,-1.3%[57.5 µM]
COc1ccccc1NC(=O)c1c(-c2ccc(C)cc2)nnc2ccccc12,3.3%,-8.6%
O=C(c1c[nH]c2ccccc12)C(NCc1ccccc1)c1ccccc1 (configuration not stated),-6.7%,-4.8%
N#Cc1ccccc1-c1ccc(C(=O)O)o1,6.5%,-9.2%
COc1cc(-c2nc(-c3cccc(Br)c3)no2)cc(OC)c1OC,5.0%,2.6%
CCOc1ccc(-n2ccnc2SCC(=O)Nc2cc(C)ccc2C)cc1,1.7%,-1.9%
COc1cccc(CSc2nc3ccncc3n2CC(=O)Nc2ccc(OC)c(OC)c2OC)c1,5.8%,0.9%
CCc1ccc(NC(=O)Cc2c(C)nc3nc(-c4cccs4)nn3c2C)cc1,-9.2%,0.6%
CCOc1ccccc1C1C(C(=O)Nc2ccccc2)=C(C)Nc2c(C(=O)Nc3ccc(F)cc3)cnn21 (configuration not stated),-13.4%,-11.7%
Cc1ccc(-c2cc(C(=O)O)c3ccccc3n2)c(C)c1,3.4%,1.8%
Cc1cc(C)c(C(=O)COC(=O)c2cc(=O)[nH]c3ccccc23)cc1C,9.7%,4.8%
COC(=O)c1ccc(NC(=O)c2c(-c3ccccc3)c(-c3ccccc3)nn(C)c2=O)cc1,10.8%,-0.7%[57.5 µM]
CCc1ccc2cc(-c3ccccc3)cn2c1,0.2%,-4.8%
O=C(CSc1nc2cc(Cl)ccc2s1)NCCCc1ccccc1,-12.7%,-1.2%
Cc1oc(-c2cccc(Br)c2)nc1CSc1nc2ncccc2[nH]1,14.5%,2.6%[57.5 µM]
COc1ccc(CN2CCN(Cc3cccnc3)CC2)cc1OCc1ccccc1,-9.0%,0.0%
CCOC(=O)c1ccc(N2C(=O)c3[nH]nc(-c4ccc(C)cc4)c3C2c2ccc(O)cc2)cc1 (configuration not stated),5.8%,-4.8%
Cc1nc(-c2ccc(OC(=O)c3ccc4c(c3)NC(=O)CS4)cc2)no1,3.3%,7.3%
C=CCNc1oc(COc2ccccc2C)nc1C#N,-7.7%,-6.5%
CC(O)c1ccc2c(c1)OCCOCCOCCOCCO2 (configuration not stated),-1.3%,-8.8%
Cc1ccc(C)c(C(=O)COC(=O)COc2ccc(C3SCCCS3)cc2)c1,9.2%,-4.2%
CCNC(=O)C1CCCN(c2ncnc3onc(C)c23)C1 (configuration not stated),26.6%,10.2%
COc1cccc(NC(=O)c2oc3ccccc3c2NC(=O)c2ccc(C(F)(F)F)cc2)c1,3.2%,-18.0%
CCc1nn(-c2ccccc2)c2nc(-c3cccc(OC)c3)c3cc(OC)c(OC)cc3c12,20.2%,17.0%
O/N=C/c1c(F)cccc1Cl,3.6%,0.8%
COc1ccc(CN2C(=O)C(NC(=O)c3ccccc3OC)(C(F)(F)F)N=C2c2ccccc2)cc1 (configuration not stated),37.7%[activator],11.3%
CCOC(=O)c1oc2cc(OCc3ccc(OC)cc3)ccc2c(=O)c1-c1ccc(OC)c(OC)c1,-1.2%,4.3%
COc1cccc(-c2ccc3c(N)c(C(=O)Nc4cc(F)ccc4F)sc3n2)c1,-6.7%,0.8%
Cc1ccc2nc(-c3ccc(C)c(NC(=O)Cc4ccccc4)c3)oc2c1,-1.7%,-4.1%
COCCCNC(=O)CC1CC2CCC1C2 (configuration not stated),1.5%,-2.4%
COc1ccc(C(=O)N2CC(C)CC(C)C2)c2ccccc12 (configuration not stated),-6.8%,-5.3%
CCc1cccc(NC(=O)c2cc(S(=O)(=O)N3CCCCCC3)cn2C)c1,?,4.2%
COc1ccc(S(=O)(=O)Nc2cccc(-c3ccc(N4CCCCCC4)nn3)c2)cc1OC,-7.2%,8.7%
CCN(CC)S(=O)(=O)c1cccc(NS(=O)(=O)c2cccs2)c1,-11.1%,-4.2%
N[C@@H](CS(=O)O)C(=O)O,9.7%,9.9%
Cc1cccc(C)c1-n1nnnc1SCc1nc2ccccc2o1,-0.2%,1.9%
CC1=C(C(=O)Nc2cccc(C(F)(F)F)c2)C(c2ccccn2)n2ncnc2N1 (configuration not stated),14.6%,-6.7%
CCc1ccc(OCCSc2nc(-c3cccc(C)c3)nc3cc(=O)[nH]n23)cc1,-8.3%,40.9%[activator]
CC(=O)N(Cc1cc2ccccc2[nH]c1=O)CC(C)C,15.1%,11.6%
CCc1ccccc1NC(=O)c1cc(S(=O)(=O)N(CC)c2ccccc2)ccc1F,?,-4.1%
CCCCCOC(=O)/C(C#N)=C/c1c[nH]c2ccccc12,-10.5%,-6.2%
CC(CNC(=O)Cn1c(-c2cccs2)cc2cc(Cl)ccc21)c1ccccc1 (configuration not stated),-12.0%,-21.3%
CCOc1cc(C2CC(=O)Nc3c2c(C)nn3-c2nc(C)cc(C)n2)ccc1O (configuration not stated),-5.6%,1.9%
Cc1cccc(N2C(=O)N(Cc3ccc(C(C)(C)C)cc3)c3ccccc3S2(=O)=O)c1,-6.0%,-7.9%
O=C(OCc1cccc([N+](=O)[O-])c1)C12CC3CC(CC(O)(C3)C1)C2,-6.3%,-1.6%
Cc1cccc(NC(=O)CSc2nc(-c3cccc(C)c3)nc3c2Cc2c(CO)cnc(C)c2O3)c1,4.4%,-5.6%
Cc1ccc(NC(=O)Cn2c(=O)n(Cc3ccco3)c(=O)c3ccc(C(=O)NC4CCCC4)cc32)c(C)c1,10.4%,4.4%
CCCCC(=O)NCc1nc2cccnc2n1Cc1ccc(OC)cc1,-12.0%,6.8%
CCCCNc1nc(-c2cccc(OC)c2O)nc2ccccc12,-0.3%,10.5%
CC(C)c1ccc(C(=O)Nc2ccc(-c3nn4cnnc4s3)cc2)cc1,-3.7%,-8.0%

# Arranged by SMILES length (largest number first): part of the list above
SMILES,AID inhibitor,UDG counter
Cc1ccc(NC(=O)Cn2c(=O)n(Cc3ccco3)c(=O)c3ccc(C(=O)NC4CCCC4)cc32)c(C)c1,10.4%,4.4%
Cc1cccc(NC(=O)CSc2nc(-c3cccc(C)c3)nc3c2Cc2c(CO)cnc(C)c2O3)c1,4.4%,-5.6%
CCCCC(=O)NCc1nc2cccnc2n1Cc1ccc(OC)cc1,-12.0%,6.8%

# 3 records picked at random from those above:
SMILES,AID inhibitor,UDG counter
COc1cccc(NC(=O)c2oc3ccccc3c2NC(=O)c2ccc(C(F)(F)F)cc2)c1,3.2%,-18.0%
COc1cc(C(=O)/C=C/c2ccc(SC)cc2)ccc1O,-7.4%,0.3%
Cc1ccc(C)c(C(=O)COC(=O)COc2ccc(C3SCCCS3)cc2)c1,9.2%,-4.2%

# More compounds:
SMILES,AID inhibitor,UDG counter
Cc1ccc(C)c(NC(=O)C2CCN(c3cc(C)nc4c(-c5ccc(Cl)cc5)c(C)nn34)CC2)c1,5.3%,1.2%
CC(=O)c1c(C)oc2ccc(N(C(=O)c3ccncc3)S(=O)(=O)c3ccc(F)cc3C)cc12,15.4%,16.9%
CCOC(=O)c1cccc(NC(=O)Nc2cccc(F)c2C)c1,-9.6%,-2.1%
CCCCC(=O)OC1=CN(Cc2ccccc2)S(=O)(=O)c2ccccc21,11.3%,6.7%
O=C(CN1CCN(C(=O)c2cccnc2)CC1)Nc1ccccc1Cl,1.7%,-8.9%
CC(=O)Nc1ccc(NC(=O)Nc2ccccc2Cl)cc1,3.6%,-8.7%
CC(C)Cn1c(SCC(=O)Nc2ccc(C(=O)O)cc2)nnc1-c1ccc(Cl)cc1,3.1%,1.2%
CC(C)NC(=O)Cn1c(=O)n(-c2ccccc2)c(=O)c2sccc21,-3.6%,-2.2%
CCOC(=O)c1c(C)[nH]c(C)c1S(=O)(=O)NCC(=O)Nc1ccc(CC)cc1,14.6%,2.8%
CCc1ccc(NC(=O)C(Cc2ccccc2)NS(=O)(=O)c2ccc3c(c2)c(=O)n(C)c(=O)n3C)cc1 (configuration not stated),-11.6%,-1.1%
O=C(CCc1nc2sc3c(c2c(=O)[nH]1)CCC3)NCc1ccccc1OC(F)(F)F,0.8%,-1.0%
Cc1ccc(CNC(=O)CCc2c(C)nc3c4c(C)cc(C)nc4nn3c2C)cc1,-9.8%,-4.3%[57.5 µM]
